Screening data: PubChem BioAssay, several laboratories
Scp-1 inhibitor – Scp-1 (human) phosphatase inhibition; Q9GZU7; Recombinant Scp1, phosphopeptide, malachite green phosphate absorbance; inhibition, % at 20 µM; actives 0.88% (n = 340,000);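 active means inhibition above about 50% at 20 µM, limit read from the data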;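 further: plate controls were DMSO wells with enzyme for no effect and wells lacking enzyme for full effect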
Target sequence (Q9GZU7 76-261 limits assumed): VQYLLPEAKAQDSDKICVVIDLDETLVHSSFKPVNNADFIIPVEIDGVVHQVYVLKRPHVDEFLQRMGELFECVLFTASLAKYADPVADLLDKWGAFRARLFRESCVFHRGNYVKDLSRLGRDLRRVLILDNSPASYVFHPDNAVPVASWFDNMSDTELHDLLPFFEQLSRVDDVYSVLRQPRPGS
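System: SCP-1 catalytic domain; Reagent: Phospho 17-mer peptide substrate; Doses: one concentration, 20 µM, with 1.0% DMSO; Incubation: 45 min room-temperature reaction, 5 min colour, 30 min stabiliser; Signal: Phosphate-binding colour reagent, absorbance read at 630 nm.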
SUMO1-SIM PPI – SUMO1-SIM interaction modulation | P63165 | SUMO1 binding to a labelled peptide, TR-FRET, 1 h | inhibition, % at 20 µM | actives 0.33% (n = 360,000); in the data active means inhibition above about 37%
STEP block – blocks human striatal-enriched tyrosine phosphatase; recombinant STEP, OMFP fluorogenic substrate, fluorescence; inhibition, % at 20 µM; actives 0.25% (n = 360,000); AID 588621;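 active means inhibition at 20 µM, scaled per plate between control wells, above about 37%, limit read from the data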;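 further: 0% = DMSO with enzyme and substrate and 100% = substrate only without enzyme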
Target sequence (P54829 whole entry, looked up): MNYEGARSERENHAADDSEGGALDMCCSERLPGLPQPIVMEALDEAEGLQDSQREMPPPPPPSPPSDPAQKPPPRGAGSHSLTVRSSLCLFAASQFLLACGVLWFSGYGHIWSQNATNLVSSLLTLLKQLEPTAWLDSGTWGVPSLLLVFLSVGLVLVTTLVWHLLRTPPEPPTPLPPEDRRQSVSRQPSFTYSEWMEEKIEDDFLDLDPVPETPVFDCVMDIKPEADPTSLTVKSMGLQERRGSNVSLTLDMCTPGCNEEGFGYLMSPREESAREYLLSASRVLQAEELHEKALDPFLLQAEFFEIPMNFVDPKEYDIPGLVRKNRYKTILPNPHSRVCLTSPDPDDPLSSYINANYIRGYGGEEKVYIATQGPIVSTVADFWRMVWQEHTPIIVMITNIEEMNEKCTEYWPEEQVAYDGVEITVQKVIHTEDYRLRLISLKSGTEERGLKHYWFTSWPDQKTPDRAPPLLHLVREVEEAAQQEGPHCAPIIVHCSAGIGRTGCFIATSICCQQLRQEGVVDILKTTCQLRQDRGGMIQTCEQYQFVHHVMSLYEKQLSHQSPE
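Test system: STEP tyrosine phosphatase / Reagent: OMFP at 25 µM / Doses: 20 µM, 1% DMSO / Read-out: percent inhibition scaled to no-enzyme and uninhibited-enzyme controls, plate-pattern corrected / Detection: FITC-channel fluorescence of OMFP product / Medium: Bis-Tris buffer pH 6.0, 2.5 mM DTT, 0.005% Tween 20 / Schedule: 20 min at room temperature, dark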
MsrA inh – bovine MsrA inhibition | purified bovine MsrA, absorbance read-out | inhibition, % at 15.5 µM | actives 0.75% (n = 360,000); in the data active means inhibition above about 4.5%;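 further: 0% = vehicle wells with enzyme and 100% = reference inhibitor wells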
NadD inh – inhibitors of Staphylococcus aureus NadD; purified NadD enzyme, colorimetric absorbance read-out; inhibition, % at 20 µM; actives 0.78% (n = 360,000); AID 602399; in the data active means inhibition above about 26%; further: some compounds past the cut are filed as inactive
DNMT1 inh – inhibitors of human DNMT1 | P26358 | DNMT1 molecular beacon, Hinp1I cleavage, fluorescence | inhibition (reported as % activation of signal), % at 10 µM | actives 0.83% (n = 360,000) | AID 588458; in the data active means inhibition above about 50%
CSN inh – CSN deneddylation inhibition; Purified CSN, SCF-Nedd8-OG deneddylation, fluorescence polarization; inhibition, % at 12.5 µM; actives 0.38% (n = 360,000); AID 651999;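 active means pattern-corrected inhibition above about 35%, with an unprinted fluorescence ratio check between 0.5 and 1.5, limit read from the data, passing the limit was not always enough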;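 further: 0% = enzyme with substrate and 100% = substrate without enzyme; some results filed as inactive read as strong as hits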
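test system = HEK293T-derived human Csn5 enzyme | amount = 0.24 nM Csn5 enzyme, final concentration | medium = Tris/NaCl/DTT buffer, pH 7.5 | schedule = 90 min reaction at room temperature | signal = FP | evaluation = inhibition of Csn5 cleavage, % | compound dosing = single dose of 12.5 µM compound with 0.25% DMSO | probe or stimulus = 10 nM SCFSkp2-Nedd8OG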
Tb MetRS inh – Trypanosoma brucei MetRS inhibition | purified T. brucei MetRS, ATP depletion, Kinase-Glo luminescence | inhibition, % at 11.9 µM | actives 0.4% (n = 360,000);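 active means inhibition above a per-plate cutoff of the control wells' mean inhibition plus 3 SD, cut at about 5.5% in these data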;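 further: 0% = DMSO wells median and 100% = median of wells with control inhibitor compound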
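technique = Kinase-Glo luminescence, ATP depletion format | system = purified MetRS (methionyl-tRNA synthetase) enzyme from Trypanosoma brucei | timing = 15 min preincubation, 2 h reaction, all 25 °C | evaluation = percent inhibition versus plate control medians | dosing = single dose, 11.9 µM final nominal, 0.9% final DMSO | also added = substrates ATP, L-methionine and bulk Escherichia coli tRNA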
LMPTP block – LMPTP (human) inhibition; P24666; recombinant LMPTP-A, OMFP fluorogenic substrate, fluorescence intensity; inhibition, % at 20 µM; actives 0.22% (n = 360,000); AID 651560;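 active means compounds that cut the enzyme signal by at least half of the control window in the single-dose screen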;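 further: plate controls were DMSO wells with enzyme plus substrate for no effect and substrate without enzyme for full effect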
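Material: LMPTP-A; amount: 0.625 nM enzyme; doses: single 20 µM dose; times: reaction 50 min, room temperature, dark; technique: fluorescence intensity of OMFP turnover product; benchmarks: no-enzyme and uninhibited controls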
Rpn11 block – inhibitors of human proteasome Rpn11; calls only at 20 µM; actives 0.59% (n = 360,000); human 26S proteasome, Ub4-pepOG fluorescence polarization; 20S core pre-blocked with epoxomicin;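 active means inhibition at 20 µM, scaled to each plate's controls, above about 33%, limit read from the data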
Target sequence (O00487 whole entry, looked up): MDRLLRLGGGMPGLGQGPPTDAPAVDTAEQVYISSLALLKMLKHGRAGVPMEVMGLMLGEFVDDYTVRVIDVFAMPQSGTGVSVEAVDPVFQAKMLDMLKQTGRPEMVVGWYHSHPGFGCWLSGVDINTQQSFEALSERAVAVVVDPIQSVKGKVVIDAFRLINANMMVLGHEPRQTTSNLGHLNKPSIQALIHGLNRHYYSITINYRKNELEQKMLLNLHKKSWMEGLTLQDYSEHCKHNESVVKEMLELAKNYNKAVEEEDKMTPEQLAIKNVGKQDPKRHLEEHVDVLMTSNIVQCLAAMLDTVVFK
The depositor's hits bear a star; i = inactive; · = not tested or not shown; + = active, no number.

Below each SMILES: Scp-1 inhibitor, SUMO1-SIM PPI, STEP block, MsrA inh, NadD inh, DNMT1 inh, CSN inh, Tb MetRS inh, LMPTP block, Rpn11 block
1. COc1ccc(NC(=O)CCNC(=O)Cn2ccc3ccccc3c2=O)c(OC)c1
→ -6, 0, 5, 0.4, 6, 0, 4, -0.2, 0.0, i
2. Cn1c(=O)c2c(nc(-c3ccccc3)n2C)n(Cc2ccccc2)c1=O
→ -5, 4, 8, 0.4, 0, -1, -3, 0.2, -0.9, i
3. CC(C)(C)c1ccc(-c2noc(CCC(=O)Nc3cccnc3)n2)cc1
→ -7, -3, 1, -0.4, 1, 2, 3, -0.5, 0.8, i
4. Cc1nnc(SCC(=O)Nc2cc(C(C)(C)C)nn2-c2ccccc2)s1
→ -2, -2, -4, 0.1, -5, -2, -4, -0.2, -1.3, i
5. O=C(CSc1ncn[nH]1)NCCc1ccccc1
→ -5, 2, 6, 0.2, 2, 7, -4, -0.2, 0.1, i
6. COc1ccc(NC(=O)C2CCN(c3ncnc4c3nc3n4CCCCC3)CC2)cc1Cl
→ -6, 9, -1, -0.1, 2, -5, 4, -0.1, 4.1, i
7. O=C(CNS(=O)(=O)c1ccccc1)OCC(=O)c1ccc([N+](=O)[O-])cc1
→ -1, -2, -2, -0.4, 1, -14, -1, -1.1, 1.5, i
8. O=C1C(c2ccccc2)C2C=CC(C2)N1O (centres undefined)
→ 4, 4, -3, -0.1, 2, 1, -2, -0.3, -0.1, i
9. CN/C(=C/[N+](=O)[O-])NCCSCc1ccc(CN(C)C)o1
→ -11, -40, 2, 2.1, -2, -14, -2, -1.6, -2.1, i
10. COc1ccc(NC(=O)[C@H](Cc2c[nH]c3ccccc23)NC(=O)[C@@H]2Cc3ccccc3CN2)cc1
→ 4, -4, -2, 1.3, -4, -17, 6, 0.4, -0.7, i
11. COCCCN(C(=O)CSCC(=O)Nc1ccc(C)cc1)c1c(N)n(Cc2ccccc2)c(=O)[nH]c1=O
→ -5, 6, -2, 1.5, 6, -2, -1, 0.0, -1.1, i
12. Cc1c(Cl)cccc1-n1cnc(=O)c2ccccc21
→ -7, -3, 1, 1.1, 0, -1, 0, -0.4, -1.2, i
13. CCn1nc(C(=O)Nc2cccc3ccccc23)c(Cl)c1Cl
→ 0, -5, 5, 0.6, -11, -9, 6, 0.0, 0.2, i
14. CCC(C)c1ccc(NC(=O)COC(=O)C2=COCCO2)cc1 (centres undefined)
→ -7, 0, -2, -0.9, -2, -1, 0, 0.2, 1.5, i
15. O=C(CN1C(=O)NC2(CCCC2)C1=O)Nc1cc(S(=O)(=O)N2CCOCC2)ccc1OCC(F)(F)F
→ 4, 3, -4, -0.7, -2, 1, 2, -0.4, -0.3, i
16. Cc1ccc(N2CC(NC(=O)C(=O)c3c[nH]c4ccccc34)CC2=O)cc1C (centres undefined)
→ -1, -2, 2, -0.1, -4, 4, 5, -0.3, 3.3, i
17. CC(C)(C)NC(=O)CSc1nnc(SCC(=O)NC(C)(C)C)s1
→ -9, -2, -3, 0.5, -5, -2, -6, -0.7, -0.7, i
18. Cc1ccc(-c2nnc(OCc3cccnc3)c3ccccc23)cc1
→ -5, 9, 6, -0.4, -2, 0, -3, 0.0, 0.9, i
19. CCOc1ccc2nc(S(=O)(=O)NC(=O)C3(C)CCN3C(=O)c3cc(C)n(C)n3)sc2c1 (centres undefined)
→ ·, 2, -2, 0.5, 7, 6, -1, -0.4, -2.2, i
20. COc1ccc(N2CCN(C(=O)COC(=O)c3ccccc3OCc3ccc(F)cc3)CC2)cc1
→ 1, -3, 1, 1.0, 2, -2, -1, -0.3, -2.6, i
21. COc1ccc(Cl)cc1N1C(=N)SCC1=O
→ -7, 1, -4, -2.0, -1, 1, 1, -0.4, 0.6, i
22. COc1ccc(CN(C)CCCn2cnc3c(OCc4ccccc4)ncnc32)cc1
→ -8, 0, -3, -0.2, -3, 4, 0, -0.5, -1.4, i
23. COc1ccc(CNC(=O)Nc2ccc(C)c(C)c2)cc1
→ 1, -3, 0, 0.9, -4, 1, 1, -1.6, -1.4, i
24. O=C(CCS(=O)(=O)c1ccc(Br)s1)Nc1ccccc1Br
→ 17, 14, 12, -1.9, -9, 7, -3, -0.3, -0.1, i
25. Oc1cccc(Nc2nc(N3CCOCC3)nc(N3CCOCC3)n2)c1
→ -7, -7, -2, -0.6, 1, -3, 3, 0.8, -0.1, i
26. Nc1nc2n(n1)C(c1cccs1)CC(c1ccc(Br)cc1)N2 (centres undefined)
→ 5, -7, 2, -1.0, 21, -4, 8, 1.6, 2.3, i
27. NC(=O)c1cc(Sc2ccccc2)nc2ccccc12
→ 6, -10, -3, 2.1, -2, 2, 2, -0.4, 0.5, i
28. O=C(CSc1nc2nc(-c3cccs3)cc(C(F)(F)F)c2c(=O)[nH]1)Nc1ccc(F)c(F)c1
→ -5, 13, 2, -0.8, 22, 1, 14, 0.1, 0.1, +
29. CCc1nc(N2CCN(C(=O)c3ccco3)CC2)c(C#N)c2c1COC(C)(C)C2
→ -2, -4, -2, 1.5, -3, -3, 0, -0.3, -0.2, i
30. CC(=O)NC(=S)Nc1ccc(S(=O)(=O)Nc2nc(C)cc(C)n2)cc1
→ 3, 1, 2, 0.0, 2, 5, -3, -1.6, -0.9, i

Some of the entries above in a different format.
# | Scp-1 inhibitor | SUMO1-SIM PPI | STEP block | MsrA inh | NadD inh | DNMT1 inh | CSN inh | Tb MetRS inh | LMPTP block | Rpn11 block | structure
1 | -6 | 0 | 5 | 0.4 | 6 | 0 | 4 | -0.2 | 0.0 | i | COc1ccc(NC(=O)CCNC(=O)Cn2ccc3ccccc3c2=O)c(OC)c1
8 | 4 | 4 | -3 | -0.1 | 2 | 1 | -2 | -0.3 | -0.1 | i | O=C1C(c2ccccc2)C2C=CC(C2)N1O (centres undefined)
16 | -1 | -2 | 2 | -0.1 | -4 | 4 | 5 | -0.3 | 3.3 | i | Cc1ccc(N2CC(NC(=O)C(=O)c3c[nH]c4ccccc34)CC2=O)cc1C (centres undefined)

Part of the list above, with one line to a screen:
#5 O=C(CSc1ncn[nH]1)NCCc1ccccc1
#6 COc1ccc(NC(=O)C2CCN(c3ncnc4c3nc3n4CCCCC3)CC2)cc1Cl
#7 O=C(CNS(=O)(=O)c1ccccc1)OCC(=O)c1ccc([N+](=O)[O-])cc1

screen / no.	5	6	7
Scp-1 inhibitor	-5	-6	-1
SUMO1-SIM PPI	2	9	-2
STEP block	6	-1	-2
MsrA inh	0.2	-0.1	-0.4
NadD inh	2	2	1
DNMT1 inh	7	-5	-14
CSN inh	-4	4	-1
Tb MetRS inh	-0.2	-0.1	-1.1
LMPTP block	0.1	4.1	1.5
Rpn11 block	i	i	i

(listing goes on)
Below each SMILES: Scp-1 inhibitor, SUMO1-SIM PPI, STEP block, MsrA inh, NadD inh, DNMT1 inh, CSN inh, Tb MetRS inh, LMPTP block, Rpn11 block
31. Cc1ccc(S(=O)(=O)N2CCCCC2)cc1NC(=O)C1CC(=O)N(c2ccc3c(c2)OCCO3)C1 (centres undefined)
→ -1, -4, 1, 1.1, 0, 0, -1, -0.5, 0.2, i
32. NC(=O)[C@@H]1CCNc2c(I)cc([N+](=O)[O-])cc2C(=O)N[C@@H](CCC(=O)O)C(=O)N[C@@H](CO)C(=O)N1
→ 25, -18, -3, ·, 3, 4, 0, -0.4, -1.7, i
33. Cc1ccc(C(=O)O/N=C2\CCCc3ccccc32)cc1
→ -18, 1, 3, 0.6, -3, -6, 0, -0.9, 1.3, i
34. O=C(NNC(=O)c1sc2cccc(Cl)c2c1Cl)Nc1ccccc1
→ -6, 0, -11, -0.6, 24, 34, 1, -1.4, 0.2, i
35. Cc1cc(NS(=O)(=O)N(C)C)ccc1C(C)C
→ -7, 4, 1, -0.6, -2, 5, 0, 0.1, -0.9, i
36. Cn1c(=O)[nH]c(=O)c2c1nc(Br)n2CC(O)COc1ccc(Cl)cc1 (centres undefined)
→ -9, 2, 1, 1.8, 4, 1, -3, 0.2, 3.1, i
37. CCc1c(C)sc(NC(=S)Nc2cccnc2)c1C(=O)OC
→ -6, 3, -1, 1.3, -3, 3, 1, 0.3, 1.3, i
38. Cn1nnc(C(O)CNCc2cccs2)n1 (centres undefined)
→ 2, 0, -3, -0.9, 1, 2, -1, -0.7, -0.8, i
39. Cc1cccc(NC(=O)CNC(=O)c2ccccc2Cl)n1
→ 1, 0, 0, -0.1, -4, -2, 2, -0.2, -0.7, i
40. CSc1ccc(OC2(C)CCN(Cc3ccc(-c4ccccn4)cc3)C2)cc1 (centres undefined)
→ ·, 1, 2, -1.1, -3, -4, -1, 0.0, 1.7, i
41. O=C(NNC1=NS(=O)(=O)c2ccccc21)C1CC(=O)N(c2ccccc2)C1 (centres undefined)
→ -3, -1, 0, 0.9, 9, -2, 0, 0.2, -1.6, i
42. O=C(c1cc(-c2ccncc2)nc2ccccc12)N1CCN(Cc2ccccc2)CC1
→ -10, -8, 2, -0.7, 0, 0, 1, 0.1, -2.4, i
43. COc1ccc(/C=N/n2cnc3c([nH]c4ccccc43)c2=O)cc1CO
→ -11, 26, 0, 0.5, -3, 0, -2, -0.7, 0.5, i
44. CCOc1cccc2sc(N(CCN(C)C)C(=O)c3ccc4ccccc4c3)nc12
→ 22, -11, 4, ·, -1, -3, 76, -0.3, -1.0, i

Laid out differently: results already given
16	Cc1ccc(N2CC(NC(=O)C(=O)c3c[nH]c4ccccc34)CC2=O)cc1C (centres undefined)
  Scp-1 inhibitor: -1
  SUMO1-SIM PPI: -2
  STEP block: 2
  MsrA inh: -0.1
  NadD inh: -4
  DNMT1 inh: 4
  CSN inh: 5
  Tb MetRS inh: -0.3
  LMPTP block: 3.3
  Rpn11 block: i

17	CC(C)(C)NC(=O)CSc1nnc(SCC(=O)NC(C)(C)C)s1
  Scp-1 inhibitor: -9
  SUMO1-SIM PPI: -2
  STEP block: -3
  MsrA inh: 0.5
  NadD inh: -5
  DNMT1 inh: -2
  CSN inh: -6
  Tb MetRS inh: -0.7
  LMPTP block: -0.7
  Rpn11 block: i
